Compound activity from PubChem.
AmpC det inh = AmpC beta-lactamase inhibition, detergent assay | P00811 | purified AmpC, nitrocefin hydrolysis with detergent | Potency, µM (highest dose often 28.7 µM), inactives show top-dose activity change, negative = inhibition | 71,000 tested, 0.09% active; active means well fitted curve in the direction sought with a large enough effect
Target sequence (P00811 whole entry, looked up): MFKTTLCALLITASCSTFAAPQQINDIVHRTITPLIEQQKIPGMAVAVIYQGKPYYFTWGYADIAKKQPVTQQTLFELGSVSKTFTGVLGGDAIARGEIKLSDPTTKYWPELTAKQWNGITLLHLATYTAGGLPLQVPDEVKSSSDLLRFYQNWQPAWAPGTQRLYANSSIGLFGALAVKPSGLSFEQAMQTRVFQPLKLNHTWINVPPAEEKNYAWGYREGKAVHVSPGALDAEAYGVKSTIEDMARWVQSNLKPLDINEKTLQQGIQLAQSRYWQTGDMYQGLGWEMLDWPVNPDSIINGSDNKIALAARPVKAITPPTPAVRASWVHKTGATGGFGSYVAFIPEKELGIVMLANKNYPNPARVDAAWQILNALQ
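E. coli AmpC (5.3 nM) in 20 mM phosphate pH 7.0 with 0.01% Triton X-100, preincubated 15 min RT with compound; nitrocefin (2 uL of 800 uM stock) hydrolysis followed by 480 nm absorbance every 20 s over 4 min.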
Numbers without * were called inactive; [ ] = remark or other dose. On the % scale 0 is the no-effect control and ±100 the full control effect; potency means the concentration at half of the fitted maximal effect.

Results for CCOc1ccc(NC(=O)CC2NCCNC2=O)cc1 (stereo not given) ?
AmpC det inh: -5%

How did CC(=O)Nc1ccn(Cc2c(F)cccc2Cl)n1 do in these assays?
AmpC det inh: 0%

How did COc1ccc2c(CC(=O)N(C)CC3COc4ccccc4O3)coc2c1 (stereo not given) do in these assays?
AmpC det inh: 8%

How did C=CCc1cccc(CNc2nc3ccccc3n2CCN2CCOCC2)c1O do in these assays?
AmpC det inh: -6%

How did Cn1c(SCc2cccc(F)c2)nnc1-c1ccccn1 do in these assays?
AmpC det inh: 8%

What do the screens show for `O=C(O)c1cc(-c2ccncc2)nc2ccc(S(=O)(=O)N3CCOCC3)cc12`?
AmpC det inh: -1%

Results for C=CCSc1nnc(-c2c[nH]c3ccccc23)n1CCOC ?
AmpC det inh: 14%

What do the screens show for `COc1c(Br)cc2c(C)c(C(=O)N3CCOCC3)oc2c1Br`?
AmpC det inh: -1%

What do the screens show for `CC(=O)Nc1nnc(S(N)(=O)=O)s1`?
AmpC det inh: 3%[12.8 µM]

Results for CCC(C)N1C(=O)c2ccccc2C1C(=O)NC1CCCCCC1 (stereo not given) ?
AmpC det inh: -4%

3 structures already listed, ordered by length of the SMILES, low to high.
What do the screens show for `CC(=O)Nc1nnc(S(N)(=O)=O)s1`?
AmpC det inh: 3%[12.8 µM]

How did CC(=O)Nc1ccn(Cc2c(F)cccc2Cl)n1 do in these assays?
AmpC det inh: 0%

What do the screens show for `O=C(O)c1cc(-c2ccncc2)nc2ccc(S(=O)(=O)N3CCOCC3)cc12`?
AmpC det inh: -1%

The listing picks up, starting 4 compounds before the break.
Results for C=CCSc1nnc(-c2c[nH]c3ccccc23)n1CCOC ?
AmpC det inh: 14%

What do the screens show for `COc1c(Br)cc2c(C)c(C(=O)N3CCOCC3)oc2c1Br`?
AmpC det inh: -1%

What do the screens show for `CC(=O)Nc1nnc(S(N)(=O)=O)s1`?
AmpC det inh: 3%[12.8 µM]

Results for CCC(C)N1C(=O)c2ccccc2C1C(=O)NC1CCCCCC1 (stereo not given) ?
AmpC det inh: -4%

What do the screens show for `Cc1cnc(C(=O)Nc2ccccc2-c2nnn(CC(=O)NC3CCCC3)n2)cn1`?
AmpC det inh: -4%

Results for Nc1cc([N+](=O)[O-])ccc1O ?
AmpC det inh: 10%

What do the screens show for `CCc1nnc(NC(=O)CSc2nnc(CCc3nc4ccccc4[nH]3)n2C)s1`?
AmpC det inh: -4%

Results for CCCc1cc(=O)[nH]c(=S)[nH]1 ?
AmpC det inh: 8%

Results for COc1ccc(C)cc1NC(=O)CCC(=O)Nc1ccc2nc(N3CCN(C)CC3)cc(C)c2c1 ?
AmpC det inh: -2%

Results for FC(F)(F)c1cccc(NCc2cn3cccnc3n2)c1 ?
AmpC det inh: -6%

What do the screens show for `Cc1ccc(C(=O)Nc2ccccc2C(N)=O)o1`?
AmpC det inh: 0%

What do the screens show for `Cc1nc2cnc(N3CCNCC3)nc2n(C2CC2)c1=O`?
AmpC det inh: 0%

Results for CCOC(=O)CSCC(=O)Nc1cc(C)ccc1C ?
AmpC det inh: -4%

How did Nc1ncnc2c1nc(-c1ccccc1)n2[C@H]1O[C@@H](CO)[C@@H](O)[C@H]1O do in these assays?
AmpC det inh: -1%[5.75 µM]

Results for O=C(c1ccccc1F)N1CCC(O)(c2cccnc2)CC1 ?
AmpC det inh: 0%

Results for CCCC(=O)n1nc(-c2ccc(Cl)cc2)nc1SC ?
AmpC det inh: -4%

How did C[C@@H](CCCCC(=O)Nc1ccc(C(F)(F)F)cc1)NCCc1cnc[nH]1 do in these assays?
AmpC det inh: 0%

Results for CCN(CCCNS(=O)(=O)c1ccc2c(c1)CCN2C(C)=O)c1cccc(C)c1 ?
AmpC det inh: 13%

How did COc1ccccc1NC(=O)C1=C(C)Nc2nnnn2C1c1ccncc1 (stereo not given) do in these assays?
AmpC det inh: -4%

Results for CCC(=O)/C=C1\Sc2ccc(OC)cc2N1CC ?
AmpC det inh: -2%

How did CCNc1ncc2nc(-c3cccs3)c(=O)n(CCC#N)c2n1 do in these assays?
AmpC det inh: 1%

Results for COc1ccc(C(c2nnnn2C(C)(C)C)N2CCN(c3nc4ccccc4s3)CC2)cc1OC (stereo not given) ?
AmpC det inh: -2%

Results for CC(C)Oc1cccnc1N(C)C1CCN(Cc2ccccc2)CC1 ?
AmpC det inh: 21%

Results for O=C1N(CCCN2C(=O)C3(OCCO3)c3ccccc32)c2ccccc2C12OCCO2 ?
AmpC det inh: -3%

Results for COc1ccc(Cl)cc1Nc1nc(N2CCCC2)nc(N2CCCC2)n1 ?
AmpC det inh: -3%

How did Cc1ccc(NC(=O)c2noc3c2CCCCC3)cc1C do in these assays?
AmpC det inh: -6%

What do the screens show for `O=C(Cn1cnc2ccccc2c1=O)NCCC(=O)Nc1ccc2c(c1)OCCO2`?
AmpC det inh: -2%

Results for CCOc1ccccc1NC(=O)Cn1c(C)cc(COC)c(C#N)c1=O ?
AmpC det inh: 12%

Results for Cc1c(NC(=O)C2CC(c3c(F)cccc3Cl)=NO2)c(=O)n(-c2ccccc2)n1C (stereo not given) ?
AmpC det inh: -6%

Results for O=C(O)COc1ccc(-c2nnn(CC(=O)O)n2)cc1 ?
AmpC det inh: -5%

Results for O=C(CSCc1ccccc1)NC1CCSC1=O (stereo not given) ?
AmpC det inh: -4%

Results for CCOCCn1c(N(C)Cc2ccccc2)nc2c1c(=O)[nH]c(=O)n2C ?
AmpC det inh: 10%

How did COc1cccc(C2CC(c3ccccc3Cl)Nc3ncnn32)c1 (stereo not given) do in these assays?
AmpC det inh: -2%

How did O=C(NCCO)c1ccc2[nH]c3c(c2c1)CCCC3 do in these assays?
AmpC det inh: 5%

What do the screens show for `O=c1c(-c2ccc(F)cc2)nc2cnc(N3CCNCC3)nc2n1C1CC1`?
AmpC det inh: -1%

Results for Cc1ccc(-c2cc(C(F)F)n3ncc(C(=O)N4CCN5CCCC5C4)c3n2)cc1 (stereo not given) ?
AmpC det inh: -1%

Results for CCOC(=O)C1=C(C)Nc2nc(C)nn2C1c1ccc(OC)c(OC)c1 (stereo not given) ?
AmpC det inh: 12%

Results for CCN1CCN(C(=O)C2CCN(Cc3nc(-c4ccc(Cl)cc4)oc3C)CC2)CC1 ?
AmpC det inh: 15%

How did Cc1ccc(-c2nc3ccccc3c(=O)n2-n2cccc2)cc1 do in these assays?
AmpC det inh: -6%

How did CCOC(=O)c1ccc(S(=O)(=O)N2CCN(CC(=O)NC(=O)NC3CCCCC3)CC2)cc1 do in these assays?
AmpC det inh: 0%

How did COc1ccc(-n2c(COc3ccc(C)cc3)nnc2SCC(N)=O)cc1 do in these assays?
AmpC det inh: 0%

How did CCn1cc(C(=O)NCc2ccc(OC)cc2OC)c(=O)c2ccc(C)nc21 do in these assays?
AmpC det inh: 10%

Results for CCCn1c2c(c(O)c(C(=O)NC)c1=O)CCCC2 ?
AmpC det inh: 0%

What do the screens show for `O=C(NCc1ccco1)c1ccc2snnc2c1`?
AmpC det inh: 10%

How did COC(=O)c1cccc(C(=O)Nc2ccc(C)cc2)n1 do in these assays?
AmpC det inh: -4%

What do the screens show for `Cn1c(=O)c(CCc2ccccc2)nc2cnc(OCc3ccccc3)nc21`?
AmpC det inh: 4%

How did COc1cccc(NC(=O)c2nc3ncccn3n2)c1 do in these assays?
AmpC det inh: -5%

How did O=C(O)c1ccc(S(=O)(=O)N2CCC(c3nc(-c4ccccc4Cl)no3)CC2)cc1 do in these assays?
AmpC det inh: -3%

Results for Cc1ccccc1NC(=O)N1CCCC(c2nc(-c3ccc(F)cc3)no2)C1 (stereo not given) ?
AmpC det inh: -2%

Results for O=c1ccc2cc(S(=O)(=O)N3CCOCC3)ccc2o1 ?
AmpC det inh: -2%

What do the screens show for `CCC(c1nnnn1C(C)(C)C)N(CCOC)Cc1cc2cccc(C)c2n2nnnc12` (stereo not given)?
AmpC det inh: 16%

Results for CCC(=O)Nc1cc2c(cc1C(=O)c1ccccc1)OCCO2 ?
AmpC det inh: 0%

How did O=C(O)Cc1ccc(NC(=O)C2CCCCC2C(=O)O)cc1 (stereo not given) do in these assays?
AmpC det inh: 7%

Results for CCCOc1ccc(C(=O)C(c2ccccc2)N2CCOCC2)cc1 (stereo not given) ?
AmpC det inh: 12%

Results for COC(=O)c1cc(=O)nc2sc(-c3ccccc3)nn12 ?
AmpC det inh: 3%

How did O=C(CCc1ccccc1)Nc1nc2n(n1)C(c1ccccc1)CC(=O)N2 (stereo not given) do in these assays?
AmpC det inh: -1%

Results for COc1ccc(C/C(N)=N/n2cnnc2)cc1Cl ?
AmpC det inh: -3%

How did CC1(C)CC(CCC(=O)Nc2ccc(S(N)(=O)=O)cc2)C(=O)O1 (stereo not given) do in these assays?
AmpC det inh: -3%

How did NC(=O)c1ccc(-n2nnnc2Oc2ccccc2)cc1 do in these assays?
AmpC det inh: -3%

How did COc1cc(CO)cc(Br)c1OCC(=O)N1CCCCC1 do in these assays?
AmpC det inh: 0%

What do the screens show for `Cc1cc(=O)[nH]c(SCc2nc3ccccc3s2)n1`?
AmpC det inh: -3%

Results for CCOc1cc(C2C3=C(CCCC3=O)NC3=C2C(=O)CCC3)ccc1OCCO ?
AmpC det inh: -4%

How did O=C(O)c1ccc2cc[nH]c2c1 do in these assays?
AmpC det inh: 14%

What do the screens show for `CCC(Sc1nc2ccccc2[nH]1)C(=O)Nc1cc(C)on1` (stereo not given)?
AmpC det inh: 0%

Results for COc1ccccc1-c1nn2c(C(F)(F)F)nnc2s1 ?
AmpC det inh: -6%

What do the screens show for `COc1cccc(NC(=O)N2CCN(C(=O)C(Cc3ccc(OC)c(OC)c3)NC(C)=O)CC2)c1` (stereo not given)?
AmpC det inh: 0%

How did Cc1nn2c(=O)nc3sc4c(c3c2[nH]c1=O)CCCC4 do in these assays?
AmpC det inh: -7%

How did COc1ccc(CCNC(=O)CSc2nc(C)nc3c2c(=O)n(C)c(=O)n3C)cc1OC do in these assays?
AmpC det inh: 13%

Results for N#Cc1nc(COc2ccccc2)oc1N1CCOCC1 ?
AmpC det inh: -4%

How did CCCn1c(C)nc2c(NCCN3CCCCC3)nc(C)nc21 do in these assays?
AmpC det inh: 19%

Results for CCC(=O)N1CCc2cc(S(=O)(=O)NC(C(=O)NCc3ccc(F)cc3)C(C)C)ccc21 (stereo not given) ?
AmpC det inh: -3%

How did CN(C)c1ccc(NC(=O)Cn2cc3c(n2)CCCC3)cc1 do in these assays?
AmpC det inh: 5%

How did Cc1cccc(NC(=O)c2snc3c(=O)[nH]cnc23)c1 do in these assays?
AmpC det inh: 1%

What do the screens show for `Fc1ccc(OCc2nc(-c3ccc(Br)o3)no2)c(F)c1`?
AmpC det inh: 10%

Results for CC(=O)Nc1ccc(-c2nnn(CC(=O)c3ccccc3)n2)cc1Cl ?
AmpC det inh: -8%

What do the screens show for `COc1cc(C(=O)Nc2ccc(S(=O)(=O)Nc3onc(C)c3C)cc2)cc(OC)c1OC`?
AmpC det inh: 0%

Results for O=C(CSc1nnc(-c2c[nH]c3ccccc23)o1)N1c2ccccc2CCc2ccccc21 ?
AmpC det inh: -2%

How did N#Cc1cccc(-c2cncnc2NCc2cccnc2)c1 do in these assays?
AmpC det inh: 1%

How did CCOc1ccc(-c2[nH]nc3c2C(c2ccc4c(c2)OCO4)C(C#N)=C(N)O3)cc1OC (stereo not given) do in these assays?
AmpC det inh: 15%

How did Cc1cc(NC(=O)CSc2nnnn2Cc2ccccc2)no1 do in these assays?
AmpC det inh: 15%

How did O=C(CSc1nc(-c2ccco2)cc(C(F)(F)F)n1)N1CCc2ccccc2C1 do in these assays?
AmpC det inh: 0%

How did O=C(COC(=O)CNS(=O)(=O)/C=C/c1ccccc1)NC1CCS(=O)(=O)C1 (stereo not given) do in these assays?
AmpC det inh: -3%

Results for CCCCNC(=O)n1c(NC(=O)OC)nc2ccccc21 ?
AmpC det inh: 8%

How did Nn1c(SCC(=O)Nc2ccc(F)cc2)nnc1-c1cccnc1 do in these assays?
AmpC det inh: -2%

Five compounds picked at random from the list so far:
How did COc1cccc(NC(=O)c2nc3ncccn3n2)c1 do in these assays?
AmpC det inh: -5%

How did O=C(O)c1ccc2cc[nH]c2c1 do in these assays?
AmpC det inh: 14%

What do the screens show for `COc1cc(C(=O)Nc2ccc(S(=O)(=O)Nc3onc(C)c3C)cc2)cc(OC)c1OC`?
AmpC det inh: 0%

How did Cc1cccc(NC(=O)c2snc3c(=O)[nH]cnc23)c1 do in these assays?
AmpC det inh: 1%

How did COc1ccccc1NC(=O)C1=C(C)Nc2nnnn2C1c1ccncc1 (stereo not given) do in these assays?
AmpC det inh: -4%

The list goes on.
What do the screens show for `O=S(=O)(NCCc1ccccc1)c1cccc(S(=O)(=O)N2CCOCC2)c1`?
AmpC det inh: -3%

How did COc1ccc(/C(O)=C2\C(=O)C(=O)N(c3cc(C)on3)C2c2ccc(OC)c(OC)c2)cc1OC (stereo not given) do in these assays?
AmpC det inh: 1%

Results for CC(CCc1nc2ccccc2s1)(c1ccc(O)cc1)c1ccc(O)cc1 ?
AmpC det inh: 0%[5.75 µM]

How did Cc1cc(C)cc(N(CC(=O)NCc2cccnc2)S(C)(=O)=O)c1 do in these assays?
AmpC det inh: -3%

How did CC(=O)Nc1nonc1-c1nc2ccccc2n1CCC#N do in these assays?
AmpC det inh: -1%

Results for CN1CCN(Cc2ccc(-c3ccc(Cl)cc3)o2)CC1 ?
AmpC det inh: 8%

Results for Cc1ncn(-c2ccccc2O)c1C ?
AmpC det inh: -3%[5.75 µM]

How did CN1CCN(c2ccc(N)c(N3CCN(C)CC3)c2)CC1 do in these assays?
AmpC det inh: 11%

Results for CCc1cccc(C)c1NC(=O)C1C2CCC(O2)C1C(=O)O (stereo not given) ?
AmpC det inh: -4%

Results for CC(C)C(c1nnnn1Cc1ccc(F)cc1)N1CCN(C2CCCCC2)CC1 (stereo not given) ?
AmpC det inh: 14%

Results for O=C1c2ccccc2C(=O)N1Cc1nc(-c2ccccc2)no1 ?
AmpC det inh: -5%

Results for Cc1cc(C)n(CC(O)COc2ccccc2C(=O)Nc2ccccc2)n1 (stereo not given) ?
AmpC det inh: 15%

This is a subset, so the mix of outcomes need not match the whole.
